Assay outcomes as filed in PubChem BioAssay.
TRPC4 block – TRPC4 (mouse) channel inhibition; HEK293 TRPC4beta/mu-opioid, DAMGO-evoked Fluo4 calcium flux; active compounds read low; B-score at 10 µM; 0.39% of 300,000 active; AID 2247;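 active = B-score over 3 SD under the library average, no early fluorescence shift, positive overall ratio signal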
Target sequence (Q9QUQ5 whole entry, looked up): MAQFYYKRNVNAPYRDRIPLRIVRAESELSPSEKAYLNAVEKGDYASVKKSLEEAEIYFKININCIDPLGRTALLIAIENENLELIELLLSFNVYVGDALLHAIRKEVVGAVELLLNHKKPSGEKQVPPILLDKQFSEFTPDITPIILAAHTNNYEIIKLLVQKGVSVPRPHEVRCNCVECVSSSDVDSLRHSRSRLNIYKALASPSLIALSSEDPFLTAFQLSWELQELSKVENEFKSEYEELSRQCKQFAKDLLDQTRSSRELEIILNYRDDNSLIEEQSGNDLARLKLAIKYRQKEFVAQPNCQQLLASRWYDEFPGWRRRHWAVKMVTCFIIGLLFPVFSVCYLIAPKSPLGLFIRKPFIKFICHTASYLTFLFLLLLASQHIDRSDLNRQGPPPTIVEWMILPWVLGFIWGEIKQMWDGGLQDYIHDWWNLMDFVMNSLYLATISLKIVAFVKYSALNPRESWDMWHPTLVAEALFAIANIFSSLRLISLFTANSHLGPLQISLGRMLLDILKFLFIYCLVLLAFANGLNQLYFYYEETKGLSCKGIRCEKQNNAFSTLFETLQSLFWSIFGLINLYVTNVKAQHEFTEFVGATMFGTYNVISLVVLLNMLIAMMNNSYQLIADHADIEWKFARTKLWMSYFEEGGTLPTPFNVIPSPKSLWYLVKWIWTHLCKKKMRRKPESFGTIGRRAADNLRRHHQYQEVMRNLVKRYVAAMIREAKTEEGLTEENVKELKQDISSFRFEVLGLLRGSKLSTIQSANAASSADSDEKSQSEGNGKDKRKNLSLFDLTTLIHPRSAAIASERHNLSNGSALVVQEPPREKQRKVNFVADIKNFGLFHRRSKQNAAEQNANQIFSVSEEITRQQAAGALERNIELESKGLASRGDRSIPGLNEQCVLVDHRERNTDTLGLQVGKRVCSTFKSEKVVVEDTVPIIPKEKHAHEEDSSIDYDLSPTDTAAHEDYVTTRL
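Signal: kinetic Fluo4 fluorescence imaging of calcium influx. Material: stable TRPC4beta/mu-opioid receptor HEK293 cells. Probe or stimulus: DAMGO in two steps, submaximal then maximal.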
TRPC4 potent – allosterically enhances the mouse TRPC4 cation channel | Q9QUQ5 | HEK293 TRPC4beta/mu-opioid, DAMGO EC20, Fluo-4 Ca2+ flux; active compounds read high | B-score at 10 µM | 0.42% of 310,000 active | AID 2227;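 active = B-score of calcium response area above 5 SD of library B-scores, with initial fluorescence ratio within 5 SD of library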;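 also: B-score of integrated fluorescence ratio over time as area under calcium response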
KCNQ1 inh – blocks the human KCNQ1 potassium channel; P51787; CHO-K1 KCNQ1, FluxOR thallium flux fluorescence; active compounds read high; B-score at 10 µM; 1.3% of 310,000 active;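 active = compounds whose thallium flux B-score, printed positive for inhibition, exceeds three library SD while starting fluorescence stays within three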;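 also: channel opened by potassium depolarization with thallium stimulus after 20 min compound exposure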
Platelet DG rel – platelet dense granule release activity; human platelet-rich plasma, SFLLRN dense granule ATP release, luminescence; inhibition, %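 (compounds screened at 7.5 µM in platelet-rich plasma)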; 0.22% of 300,000 active;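 active = mean replicate score, as percent of positive control, at or above 50; inconclusive = mean below 50 but at least one replicate at or above 50; inactive = mean and every replicate below 50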
KCNQ1 pot – potentiates or activates the human KCNQ1 potassium channel; B-score at 10 µM; CHO-K1 KCNQ1, thallium flux FluxOR fluorescence; active compounds read high; P51787; 0.35% of 310,000 active;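 active = fluorescence ratio B-score, a plate-corrected score, at least three library SD, with initial intensity B-score within 5 SD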
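assay system = CHO-K1 cells stably expressing KCNQ1 | medium = assay buffer, equal DMSO in all wells | timing = 37 °C overnight plating, 90-min dark dye load, 20-min compound pretreatment | measured by = kinetic FluxOR thallium fluorescence, 10-s 1-Hz baseline, 110-s post-stimulus read | measure = fluorescence change relative to baseline, converted to B score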
hERG rescue – hERG (human) protection from proarrhythmic block. Q12809. CHO-hERG, FluxOR thallium flux, dofetilide IC70 present. activation (rescue from dofetilide block), less the hit threshold, % at 10 µM. 0.51% of 310,000 active. AID 1511;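 active = activation above the mean of controls blocked by dofetilide plus 5 SD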;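 also: thallium influx through hERG after potassium depolarization seen as dye fluorescence rise; in these data hits start at about 4.7%; inactives centre near -7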
PolyA inh – blocks polyadenylation in yeast reporter cells; S. cerevisiae SKY197-pL101 polyadenylation reporter, beta-gal luminescence; efflux-impaired pdr1/pdr3 knockout yeast; score 100 = 6 SD above DMSO; 0.02% of 300,000 active; calls only at 12 µM;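 active = lowest replicate activity score at least 50, where 100 means six control SD above control mean; inconclusive = lowest score under 50 but half or more replicates reach 50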;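 also: yeast exposed to compound for 9 h at 30 °C; higher score means more reporter readthrough which indicates perturbed polyadenylation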
TRPC4 act – TRPC4 (mouse) channel activation; HEK293 TRPC4beta/mu-opioid, Fluo4 calcium fluorescence; active compounds read high; AID 2237; B-score at 10 µM; 0.49% of 310,000 active;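 active = B-score above 5 SD of library B-scores, and initial fluorescence ratio not above library mean plus 5 SD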;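 also: positive B-score marks a calcium rise read as TRPC4 activation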
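Assay system: HEK293 stable line with TRPC4beta plus mu-opioid receptor; schedule: 45 min room-temperature Fluo4 loading, 110 s read; technique: kinetic Fluo4 calcium fluorescence; evaluation: integrated baseline-normalised fluorescence ratio, converted to per-well B score; controls: buffer (low) and maximal DAMGO (high)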
KCNK9 inh – blocks the human KCNK9 two-pore domain potassium channel | Q9NPC2 | 1.2% of 310,000 active | AID 488922 | HEK293 KCNK9, FluxOR thallium flux fluorescence; active compounds read low | B-score at 10 µM;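 active = ratio B-score over 3 SD below the library mean, with starting fluorescence within 5 SD of its mean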;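 also: negative B-score means less thallium flux so channel inhibition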
KCNK3 inh – human KCNK3 channel inhibition, primary screen. 0.84% of 340,000 active. B-score at 10 µM. CHO-KCNK3 thallium flux, FluxOR fluorescence; active compounds read low. O14649;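 active = B-score under library mean minus 4 SD, starting fluorescence ratio at most library mean plus 5 SD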;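 also: more negative B-score means stronger inhibition of thallium flux through KCNK3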
DYRK1A inh – blocks rat Dyrk1A kinase activity. Q63470. ADP-Glo luminescence, NFATc1 peptide. inhibition, % at 12.5 µM. 0.43% of 310,000 active. AID 504441; in the data active = inhibition above about 50%;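 also: plate controls were vehicle with enzyme for no effect and no enzyme for full effect; many of its hits are not listed in these tables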
* = called active by the depositor; i = inactive; ? = inconclusive; · = not tested or not shown.

SMILES | TRPC4 block | TRPC4 potent | KCNQ1 inh | Platelet DG rel | KCNQ1 pot | hERG rescue | PolyA inh | TRPC4 act | KCNK9 inh | KCNK3 inh | DYRK1A inh
O=C(NC1CCCCNC1=O)c1ccccc1 (stereo unspecified) | i | i | i | 4 | i | -13 | i | i | i | i | ·
CCCCC1=CC2=CC(=O)C(C)(OC(=O)CC)C(=O)C2=CN1Cc1ccc(OC)cc1 (stereo unspecified) | i | i | i | 2 | i | -10 | i | i | i | i | ·
COc1cc(/C=N/NC(=O)c2sc3nc(C)cc(C)c3c2N)ccc1O | i | i | i | 4 | i | -7 | i | i | i | i | -2
N=C1/C(=C\c2ccc(-c3cc(Cl)cc(Cl)c3)o2)C(=O)N=C2SC=C(c3ccccc3)N12 | i | i | i | -3 | i | -4 | i | i | i | i | -4
COc1ccc(/C=C/C(=O)Nc2nonc2NC(C)=O)cc1 | i | i | i | -6 | i | -3 | i | i | i | i | -3
OC(COc1ccc2c(c1)OCO2)CN1CCCCC1 (stereo unspecified) | i | i | i | -3 | i | -10 | i | i | i | i | ·
C=CCc1ccc(OCCN2CCc3ccccc3C2)c(OC)c1 | i | i | i | 3 | i | -12 | i | i | i | i | -2
Cc1cc2ccccc2cc1CN1CCOCC1 | i | i | i | -4 | i | -4 | i | i | i | i | 0
O=C1CCCN1CC(O)CS(=O)(=O)c1ccccc1 (stereo unspecified) | i | i | i | 3 | i | -11 | i | i | i | i | -2
O=C1CSC(c2ccccn2)N1c1ccc2ccccc2c1 (stereo unspecified) | i | i | i | 10 | i | -11 | i | i | i | i | 4
O=C(CN1CCOCC1)Nc1ccc(N2CCN(c3ccccc3)CC2)c(F)c1 | i | i | i | -3 | i | 3 | i | i | i | i | ·
CN(Cc1ccccc1)c1nc(-c2ccc([N+](=O)[O-])cc2)nc2ccccc12 | i | i | i | 2 | i | -4 | i | i | i | i | -2
CCC(C)NC(=O)c1ccc2c(SCC(=O)O)c3c(nc2c1)CCCC3 (stereo unspecified) | i | i | i | 12 | i | 2 | i | i | i | i | -1
Cc1cc(C)c(OCCCn2ccnc2)c(C)c1 | i | i | i | 3 | i | -5 | i | i | i | i | 4
CC(C)NC(=S)N=Nc1c(O)[nH]c2ccc([N+](=O)[O-])cc12 | i | i | i | 7 | i | -6 | i | i | i | i | 4
O=C(c1ccco1)N1CCN(Cc2nc3ccc([N+](=O)[O-])cc3c(=O)n2-c2ccccc2F)CC1 | i | i | i | -1 | i | -12 | i | i | i | i | 3
CCOc1cc(C(c2c(C)[nH][nH]c2=O)c2c(C)[nH][nH]c2=O)ccc1O | i | i | i | 4 | i | -4 | i | i | i | i | 3
FC(F)(F)c1cc(CCN2C(=S)NC[C@@H]2Cc2ccccc2)cc(C(F)(F)F)c1 | i | i | i | 1 | i | -3 | i | i | i | i | -3
Cc1ccc(NC(=O)c2cc(S(=O)(=O)N3CCCCC3)c[nH]2)cc1C | i | i | i | 27 | i | -4 | i | i | i | i | -2
CN(C)c1ccc(/C=C(/NC(=O)c2ccccc2Cl)C(=O)NCCN2CCOCC2)cc1 | i | i | i | 5 | i | -8 | i | i | i | i | 0
O=C(c1ccc2c(c1)OCO2)N1CCCC(c2ccccc2)C1 (stereo unspecified) | i | i | i | 3 | i | -12 | i | i | i | i | ·
Cc1ccc(N(C(=O)C2CCC(=O)N2)C2(C(=O)NC3CCCC3)CCCCC2)cc1 (stereo unspecified) | i | i | i | -3 | i | -12 | i | i | i | i | 4
CCCCN(C)CCNC(=S)Nc1ccc2nc(N3CCN(CC)CC3)cc(C)c2c1 | i | 16* | i | -8 | i | -9 | i | i | i | i | 17
Cc1cc(F)ccc1S(=O)(=O)NCC(c1cccnc1)N1CCc2ccccc21 (stereo unspecified) | i | i | i | -3 | i | -9 | i | i | i | i | 0
COc1ccc(-c2cc(-c3cc(F)ccc3O)[nH]n2)cc1OC | i | i | i | 4 | i | -13 | i | i | i | i | 12
CC(=O)OC(Cn1nc(C)cc1C)c1ccccc1 (stereo unspecified) | i | i | i | · | i | -8 | i | i | i | i | -2
Cc1nnc(SCc2ccon2)n1-c1ccccc1 | i | i | i | 3 | i | 1 | i | i | i | i | -6
Cc1ccc(CSc2nnc3ccc(-c4ccncc4)nn23)cc1 | i | i | i | 1 | i | -12 | i | i | i | i | 19
CCOC(=O)c1c(-c2ccc(C)o2)csc1N | i | i | i | ? | i | -9 | i | i | i | i | -3
O=S(=O)(c1ccc(Cl)cc1Cl)n1ccc2cccnc21 | i | i | i | 1 | i | -3 | i | i | i | i | -2
O=C(Nc1nnc(-c2ccccc2)s1)c1ccc(F)cc1 | i | i | i | -3 | i | -1 | i | i | i | i | -5
COc1ccc2oc(C(=O)OCC(=O)N3CC(C)OC(C)C3)c(C)c2c1 (stereo unspecified) | i | i | i | -5 | i | -12 | i | i | i | i | -1
Cc1ccccc1Nc1nc(N)nc(CSc2nnc3sc4ccccc4n23)n1 | i | i | i | -5 | i | -5 | i | i | i | i | 1
Cc1ccc(C)c(-n2nnnc2SCC(=O)c2c(N)n(C)c(=O)n(C)c2=O)c1 | i | i | i | 0 | i | -9 | i | i | i | · | ·
CCN(CC)CCNC(=O)C1c2ccccc2C(=O)N(CCOC)C1c1ccc(F)cc1 (stereo unspecified) | i | i | i | -1 | i | -17 | i | i | i | i | 2
O=C(CNc1ccccc1Cl)N/N=C1\CCCc2ccccc21 | i | i | i | 0 | i | -8 | i | i | i | i | 1
O=S(=O)(O)c1cccc(N=Nc2c(O)ccc3ccccc23)c1 | i | i | i | 17 | i | -3 | i | i | i | i | 74*
Cc1ccc(Cl)cc1N1CCN(C(=O)c2ccc3c(c2)CCN3S(C)(=O)=O)CC1 | i | i | i | -5 | i | -10 | i | i | i | i | 10
CCCOc1ccc(-c2cn3ccccc3n2)cc1[N+](=O)[O-] | i | i | i | 4 | i | -8 | i | i | i | i | 5
CC(=NC1CC1)C1=C(O)c2ccccc2C1=O | i | i | i | -3 | i | -6 | i | i | i | i | ·
COc1ccc(/C=N/NC(=O)c2nc(Cl)c(Cl)c(N)c2Cl)cc1COc1ccc(F)cc1F | i | i | i | -69 | i | -16 | i | i | i | i | -7
O=C(Nc1cc(-c2nc3ncccc3o2)ccc1Cl)c1ccco1 | i | i | i | -6 | i | -4 | i | i | i | i | 12
CSc1ccc(/C=N/n2c(C)nnc2C)cc1 | i | i | i | -6 | i | -10 | i | i | i | i | 15
CCCc1nc(NC2CCCCC2)c(C#N)c2c1COC(C)(C)C2 | i | i | i | 0 | i | -2 | i | i | i | i | -3
COc1cc(OC)cc(C(=O)Nc2ccccc2-c2nnn(CC(=O)Nc3cc(C)on3)n2)c1 | i | i | i | -6 | i | -6 | i | i | i | i | -3

3 entries from above, ordered by SMILES length, ascending.
SMILES | TRPC4 block | TRPC4 potent | KCNQ1 inh | Platelet DG rel | KCNQ1 pot | hERG rescue | PolyA inh | TRPC4 act | KCNK9 inh | KCNK3 inh | DYRK1A inh
O=C(Nc1nnc(-c2ccccc2)s1)c1ccc(F)cc1 | i | i | i | -3 | i | -1 | i | i | i | i | -5
CCN(CC)CCNC(=O)C1c2ccccc2C(=O)N(CCOC)C1c1ccc(F)cc1 (stereo unspecified) | i | i | i | -1 | i | -17 | i | i | i | i | 2
COc1ccc(/C=N/NC(=O)c2nc(Cl)c(Cl)c(N)c2Cl)cc1COc1ccc(F)cc1F | i | i | i | -69 | i | -16 | i | i | i | i | -7

More records.
SMILES | TRPC4 block | TRPC4 potent | KCNQ1 inh | Platelet DG rel | KCNQ1 pot | hERG rescue | PolyA inh | TRPC4 act | KCNK9 inh | KCNK3 inh | DYRK1A inh
Cc1ccccc1-c1nnn(CC(=O)N(C)CC(=O)Nc2ccccc2C(F)(F)F)n1 | i | i | i | 0 | i | -5 | i | i | i | i | -1
COC(=O)c1cc(NS(=O)(=O)c2ccc(N3CCCCCC3)c([N+](=O)[O-])c2)cc(C(=O)OC)c1 | i | i | i | 0 | i | -5 | i | i | i | i | 4
COc1cc(OC)cc(C(=O)NCC(=O)NC(C)CCc2ccccc2)c1 (stereo unspecified) | i | i | i | 11 | i | -3 | i | i | i | i | 3
CCOc1ccccc1NC(=S)N1CCN(c2cccc(C)c2C)CC1 | i | i | i | 1 | i | -12 | i | i | -6.8* | i | 16
CN(C)Cc1c(O)ccc2c(=O)c(-c3ccccc3Cl)c(C(F)(F)F)oc12 | i | i | i | 20 | i | -6 | i | i | i | i | -6
Fc1ccc(C(c2nnnn2C2CCCCC2)N2CCCC2)cc1 (stereo unspecified) | i | i | i | -6 | i | -4 | i | i | i | i | -4
COc1ccc(S(=O)(=O)NNC(=O)Cc2csc(C)n2)cc1[N+](=O)[O-] | i | i | i | 19 | i | -9 | i | i | i | i | 6
Cc1cc(=O)oc2cc(OCC(=O)N3CCC(O)CC3)c(Cl)cc12 | i | i | i | 1 | i | -2 | i | i | i | i | -7
NC[C@@H]1O[C@H](C23CC4CC(CC(C4)C2)C3)Cc2c1ccc(O)c2O | i | i | i | 1 | i | -11 | i | i | i | i | 6
CN1N=C(c2ccc(F)c(F)c2)CSC1=NCc1ccccc1 | i | i | i | 11 | i | -8 | i | i | i | i | ·
CC(C)CC(NC(=O)OC(C)(C)C)c1cn([C@@H](Cc2ccc(O)cc2)C(=O)N2CCN(C(=O)OC(C)(C)C)CC2)nn1 (stereo partly specified) | i | i | i | 8 | i | -7 | i | i | i | i | -2
CCC(=O)Nc1c2c(nn1-c1ccc([N+](=O)[O-])cc1)CS(=O)(=O)C2 | i | i | i | -1 | i | -3 | i | i | i | i | 3
COc1ccc(-c2cn(Cc3ccc(C(=O)NCc4ccc(C)cc4)cc3)c(C(C)N)n2)cc1 (stereo unspecified) | i | i | i | -2 | i | -16 | i | i | i | i | -6
O=C(c1ccc(S(=O)(=O)Nc2cccc(C(F)(F)F)c2)cc1)N1CCN(c2ccccc2O)CC1 | i | i | i | 2 | i | -18 | i | i | i | i | 15
CC1CCC2(CC1)NC(=O)N(CC(=O)Nc1ccccc1-c1ccccc1)C2=O (stereo unspecified) | i | i | i | 8 | i | -5 | i | i | i | i | -2
CC(C)c1ccc(C(=O)NCCCc2ccccc2)cc1 | i | i | i | -10 | i | -15 | i | i | i | i | 5
O=C(NC(=S)NCCN1CCOCC1)c1ccc(Cl)cc1Cl | i | i | i | -2 | i | -1 | i | i | i | i | 1

The list is partial, so the mix of outcomes need not match the whole.
